CHT block – inhibitors of human choline transporter CHT; Q9GZV3; CHT-expressing cells, membrane potential dye, choline response; active compounds read low; B-score at 10 µM; 0.86% of 310,000 active; AID 488975;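 active = B-score over 3 SD under the library average, and starting fluorescence ratio not unusually high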;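 also: choline stimulus applied at its EC90 after an EC20 pre-addition; B-score computed on integrated fluorescence ratio after choline addition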
Target sequence (Q9GZV3 whole entry, looked up): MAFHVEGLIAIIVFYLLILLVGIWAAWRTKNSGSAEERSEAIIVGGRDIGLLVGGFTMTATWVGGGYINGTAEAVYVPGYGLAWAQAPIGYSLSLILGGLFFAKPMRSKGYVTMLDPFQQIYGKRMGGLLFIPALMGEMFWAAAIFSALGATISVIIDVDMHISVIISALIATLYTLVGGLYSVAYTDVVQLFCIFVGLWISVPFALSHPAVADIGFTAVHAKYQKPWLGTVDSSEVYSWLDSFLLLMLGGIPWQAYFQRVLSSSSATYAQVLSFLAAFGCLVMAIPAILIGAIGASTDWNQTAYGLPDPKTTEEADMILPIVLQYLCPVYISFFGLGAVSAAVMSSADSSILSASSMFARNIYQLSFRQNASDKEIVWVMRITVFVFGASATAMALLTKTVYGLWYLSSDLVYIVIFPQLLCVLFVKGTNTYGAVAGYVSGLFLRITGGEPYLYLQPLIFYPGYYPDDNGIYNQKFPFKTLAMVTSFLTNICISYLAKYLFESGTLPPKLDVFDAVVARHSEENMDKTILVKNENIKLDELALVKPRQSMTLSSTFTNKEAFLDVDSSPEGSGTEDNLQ
Kir21 inh – inhibitors of mouse Kir2.1 inward-rectifier potassium channel; P35561; HEK293-Kir2.1, FluxOR thallium flux fluorescence; active compounds read low; B-score at 10 µM; 0.85% of 310,000 active; AID 1672;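 active = fluorescence ratio B-score at or below minus 3 SD of library scores, with starting-brightness B-score within 2 SD, cut at about -4.2 in these data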;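 also: channel flux triggered by added potassium and thallium sulfate stimulus; B-score of peak minus minimum fluorescence over baseline after thallium stimulus; more negative B-score means stronger Kir2.1 block with less thallium influx; some compounds called inactive have numbers as strong as hits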
Target sequence (P35561 whole entry, looked up): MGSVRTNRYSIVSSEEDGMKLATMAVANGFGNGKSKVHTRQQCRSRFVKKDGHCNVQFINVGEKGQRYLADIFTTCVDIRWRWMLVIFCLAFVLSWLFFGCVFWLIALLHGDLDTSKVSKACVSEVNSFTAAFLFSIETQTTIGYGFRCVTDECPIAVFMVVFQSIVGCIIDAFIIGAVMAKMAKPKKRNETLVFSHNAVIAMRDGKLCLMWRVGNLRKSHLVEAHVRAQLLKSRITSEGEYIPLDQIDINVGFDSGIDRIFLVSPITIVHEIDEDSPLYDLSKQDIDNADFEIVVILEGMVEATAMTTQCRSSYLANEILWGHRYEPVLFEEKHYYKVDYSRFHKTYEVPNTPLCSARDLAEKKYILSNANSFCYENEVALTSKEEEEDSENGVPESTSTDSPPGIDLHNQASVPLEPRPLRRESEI
KCNQ2 inh – KCNQ2 potassium channel inhibitors, primary screen, cell-based, CHO-K1, FluxOR thallium flux, B-score (AID 2156); B-score at 10 µM; O88943; 1.1% of 310,000 active; 20 min; active compounds read low;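 active = fluorescence ratio B-score at most minus 3 library SDs, with starting brightness B-score within 2 library SDs, cut at about -5.5 in these data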
The depositor's hits bear a star; i = inactive. The order is random. Share with any hit: about 2.6%.

Kir21 inh | Structure | CHT block | KCNQ2 inh
-1.2 | O=C(NCCCn1ccnc1)/C(=C\c1cccnc1)NC(=O)c1cccc(Br)c1 | i | i
-0.49 | CCn1c(CSc2nc3ccccc3s2)nnc1SCC(=O)c1ccc(Cl)cc1 | i | i
-0.69 | O=C(/C=C/c1ccccc1Cl)NCCN1CCOCC1 | i | i
-1.2 | O=C(N/N=C/c1ccc(O)c(O)c1)c1cccc(S(=O)(=O)N2CCCCC2)c1 | i | i
0.66 | COc1ccc(C(CNC(=O)c2oc3cc(Br)ccc3c2C)N2CCCCC2)cc1 (configuration not stated) | i | i
0.63 | CCCC(c1nnnn1Cc1cccs1)N1CCN(c2nc3ccccc3s2)CC1 (configuration not stated) | i | i
-1.2 | COc1cc(-c2csc(C)n2)ccc1O | i | i
-0.24 | CCC1(C(=O)OC)NC(c2ccco2)C2C(=O)N(c3ccccc3)C(=O)C21 (configuration not stated) | i | i
0.08 | CCOc1ccc(CSCCNC(=S)Nc2ccc(OC)cc2)cc1 | i | i
-1.4 | CC1(C)CC2CC(C)(CN2C(=O)c2cc(-c3ccc(O)cc3)on2)C1 (configuration not stated) | i | i
0.06 | Oc1ccc(-n2cnnn2)cc1 | i | i
1.4 | COc1ccc(C(=O)NNC(=O)C(=O)Nc2ccc(C)cc2)cc1 | i | i
1.4 | CCc1nnc(NC(=O)CSc2nc3c(cc2C#N)CCC3)s1 | i | i
-1 | CCN(CC)S(=O)(=O)c1cc(C(=O)O)ccc1Cl | i | i
-0.51 | CCCOc1ccc(N2C(=O)CC(N(CCc3ccc(OC)cc3)C(=O)/C=C/C(=O)O)C2=O)cc1 (configuration not stated) | i | i
-0.31 | FC(F)(F)c1ccc(Oc2ccc3c(C(F)(F)F)cc(C(F)(F)F)nc3n2)cc1 | i | i
-0.23 | COc1cc(/C=N/NC(=O)c2ccncc2)ccc1OC(=O)c1ccccc1Cl | i | i
-0.59 | Fc1ccc(CN2C3=NCCCN3c3ccccc32)cc1 | i | i
1.9 | Cc1ccc(OCCc2csc(N)n2)cc1 | i | i
-2.4 | Cc1ccc(Cn2nnnc2CN2CCC(O)(c3ccc(F)cc3)CC2)cc1 | i | i

A second format for some results above.
Structure | Kir21 inh | CHT block | KCNQ2 inh
Cc1ccc(Cn2nnnc2CN2CCC(O)(c3ccc(F)cc3)CC2)cc1 | -2.4 | i | i
CCOc1ccc(CSCCNC(=S)Nc2ccc(OC)cc2)cc1 | 0.08 | i | i
O=C(N/N=C/c1ccc(O)c(O)c1)c1cccc(S(=O)(=O)N2CCCCC2)c1 | -1.2 | i | i
Oc1ccc(-n2cnnn2)cc1 | 0.06 | i | i

An excerpt from above in order of the Kir21 inh value, highest first:
Kir21 inh | Structure | CHT block | KCNQ2 inh
0.08 | CCOc1ccc(CSCCNC(=S)Nc2ccc(OC)cc2)cc1 | i | i
-0.49 | CCn1c(CSc2nc3ccccc3s2)nnc1SCC(=O)c1ccc(Cl)cc1 | i | i
-1.2 | COc1cc(-c2csc(C)n2)ccc1O | i | i
-2.4 | Cc1ccc(Cn2nnnc2CN2CCC(O)(c3ccc(F)cc3)CC2)cc1 | i | i

(cont.)
Kir21 inh | Structure | CHT block | KCNQ2 inh
-5.6* | COc1ccc(C)cc1NS(=O)(=O)c1ccc2c(c1)N(C)CCO2 | i | i
-0.74 | N#CC1=C(N)OC2=C(C(=O)CCC2)C1c1cc2c(cc1Cl)OCO2 (configuration not stated) | i | i
-0.79 | CCOc1ccc(OCCC(=O)N(CC)CC(=O)NCc2ccc(Cl)cc2)cc1 | i | i
1.1 | CC(=O)Nc1ccc(S(=O)(=O)N2CCC(NC(C)=O)(c3cccc(F)c3)CC2)cc1 | i | i
-0.24 | NC(=O)C1(N2CCCCC2)CCN(S(=O)(=O)c2ccc(Cl)s2)CC1 | i | i
-0.36 | CC(Oc1ccc(Cl)cc1)C(=O)Nc1ncccn1 (configuration not stated) | i | i
0.44 | Oc1ccc(-c2n[nH]c(=S)n2-c2ccc3c(c2)OCCO3)c(O)c1 | i | i
0 | COc1ccc(NC(=O)c2ccc3c(=O)n(-c4ccc(OC)cc4OC)c(=S)[nH]c3c2)c(OC)c1 | i | i
0.22 | COc1ccc(CCNC(=O)CN2C(=O)CSc3ccc(S(=O)(=O)N4CCOCC4)cc32)cc1OC | i | i
-0.79 | CCN(CC)C(=O)C(=O)c1cn(CC(=O)N2CCc3ccccc3C2)c2ccccc12 | i | i
-0.36 | CCOc1ccc(NS(=O)(=O)c2ccc(C(=O)NCC(c3ccccc3OC)N3CCCC3)cc2)cc1 (configuration not stated) | i | i
3.6 | CCOc1ccc(N2CC(=O)N(c3ccc(OCC)cc3)CC2=O)cc1 | i | i
0.8 | Cc1cc(C(=O)N/N=C/c2ccc([N+](=O)[O-])o2)c(C)o1 | i | i
0.48 | CC(C)CN1C=C2C(=O)C(C)(OC(=O)CCc3ccccc3)C(=O)C=C2C=C1c1ccc(C#N)cc1 (configuration not stated) | i | i
-0.1 | FC(F)(F)c1nnc2ccc(N3CCOCC3)nn12 | i | i
-0.87 | CCOC(=O)c1ccc(NC(=O)COC(=O)Cc2csc(-c3ccccc3)n2)cc1 | i | i
-0.7 | Cc1ccccc1C(=O)N(CC(=O)Nc1sc(C)c(C)c1C(N)=O)C1CCCC1 | i | i
0.33 | CCOc1ccc(CCNC(=O)c2ccc3nc(CC)c(CC)nc3c2)cc1 | i | i
-1 | CCOC(=O)CON1C(=O)C(=O)N(OCC(=O)OCC)[C@H]2CCCC[C@H]21 | i | i
1 | COc1cc(NC(=O)CN2CC(c3ccccc3)CC2=O)cc(OC)c1 (configuration not stated) | i | i
0.77 | COc1ccc(-c2csc(NC(C)c3nc4cc(Cl)c(N5CCCCC5)cc4n3CCOCCO)n2)cc1 (configuration not stated) | i | i
0.19 | CCn1c2ccccc2c2cc(NC(=O)COC(=O)c3cc(Cl)c(N)cc3OC)ccc21 | i | i
1.4 | Cc1cccc(OCC(=O)Nc2ccc(S(=O)(=O)Nc3onc(C)c3C)cc2)c1C | i | i
-0.71 | CCOc1cc(CN2CCC(n3nccc3NC(=O)C3CC3)CC2)ccc1O | i | i
0.49 | Cc1cc(=O)[nH]c(=O)n1Cc1ccccc1 | i | i
-1.3 | CCN1C(=O)C(CC(=O)NCCc2ccccc2)N(NC(=O)c2cccnc2)C1=S (configuration not stated) | i | i
-0.62 | Cc1cc(C(=O)Nc2ccccc2C(=O)O)oc1C | i | i
-0.63 | COCCN(C(=O)Nc1ccccc1OC)c1nc2ccccc2s1 | i | i
0.77 | O=C(c1cnn(-c2ccccc2)c1-n1cccc1)N1CCN(C2CCCCC2)CC1 | i | i
-0.3 | O=C(NCCc1ccc(Cl)cc1)c1ccc2[nH]c(=O)c(=O)[nH]c2c1 | i | i
-0.22 | Cc1ccc(NC2=C(Cl)C(=O)c3ccccc3C2=O)cc1 | i | i
-0.67 | CC(NC(=O)CN1c2cccc3cccc(c23)S1(=O)=O)c1ccc(S(N)(=O)=O)cc1 (configuration not stated) | i | i
-0.41 | Cc1cc(C)nc(NC(=O)/C=C/c2cccs2)c1 | i | i
-0.4 | CCn1c(=O)cc(N2CCCCC2)[nH]c1=O | i | i
-0.03 | COc1ccc(CCN(C)C(=O)c2ccc(S(=O)(=O)NCc3ccco3)cc2)cc1OC | i | i
0.13 | Cc1ccc(C)c2[nH]c(=O)c(C(c3nnnn3CCc3ccccc3)N3CCOCC3)cc12 (configuration not stated) | i | -6*
-1.5 | COc1ccc(-n2c(Cc3cccn3C)nnc2SCC(=O)Nc2ccccc2OC)cc1 | i | i
1.4 | Cc1cc(NC(=O)NCc2ccccc2)c(=O)n(Cc2ccc(F)cc2)c1 | i | i
0.95 | O=C1[C@H]2[C@@H](c3ccc(Cl)cc3)N3C(=O)N(c4cccc(Cl)c4)C(=O)[C@@]3(Cc3ccccc3)[C@H]2C(=O)N1C1CCCCC1 | i | i
-0.66 | Cc1ccc2c(c1)cc(CN(Cc1cccs1)C(=O)c1ccco1)c1nnnn12 | i | i
0.01 | O=C(CSCc1ccc(Cl)cc1)N/N=C/c1ccco1 | i | i
-0.67 | CCn1c(Cn2nnc(-c3ccccc3)n2)nnc1SCC(=O)Nc1ccc(C(C)=O)cc1 | i | i
-0.69 | CN(C)c1ccc(CNS(=O)(=O)c2ccc3c(c2)C(C)(C)C(=O)N3C)cc1 | i | i
1.2 | CCc1nnc(NC(=O)CCC(=O)NCc2ccc(C)cc2)s1 | i | i
0.36 | CCOc1ccc(C(=O)Nc2cccc([N+](=O)[O-])c2)cc1Br | i | i
-0.64 | CCOc1ccc(CNn2nnnc2N)cc1 | i | i
0.64 | CCC(C)NC(=O)C1CCCN(S(=O)(=O)c2ccc(-n3cnnn3)cc2)C1 (configuration not stated) | i | i
-0.15 | O=C(NCCC(=O)N1CCCCC1)c1ccccc1Cl | i | i
0.03 | Oc1ccccc1/C=N/NC(=S)NC1CC2CC1C1C=CCC21 (configuration not stated) | i | i
0.66 | CCN(CC)C(=O)c1cccc(NC(=O)CC23CC4CC(CC(C4)C2)C3)c1 | i | i
1 | CC(=O)N1CCc2cc(S(=O)(=O)NCCCN3CCC(C)CC3)ccc21 | i | i
1.2 | COc1ccc(C(=O)Nc2cc(C)on2)c(OC)c1 | i | i
0.35 | CCOC(=O)c1cncc(C#CCOC(=O)Nc2ccc(OC(F)(F)F)cc2)c1 | i | i
-1.3 | CN(C)CCNc1oc(COc2ccc(-c3ccccc3)cc2)nc1C#N | i | i
0.05 | COc1ccc2o/c(=N/NC(=O)c3cccs3)c(C(N)=O)cc2c1 | i | i
-6.2* | Cc1c(Cl)cccc1NC(=S)N1CCCN(Cc2ccc(F)cc2)C1 | i | i
-0.09 | CN(CCOc1ccccc1)C(=O)c1ccc(F)c(S(=O)(=O)N2CCOCC2)c1 | i | i
0.33 | CC(C)c1ccc(NC(=O)C2CSC3(C)CCC(=O)N23)cc1 (configuration not stated) | i | i
-0.01 | Cc1cc(C)c(NC(=O)CSc2nnc(-c3ccncc3)n2Cc2ccco2)c(C)c1 | i | i
-0.94 | CC(C)OCCCN1CN(S(=O)(=O)c2ccccc2)c2nc3ccccc3nc21 | i | i

Going on with the list:
Kir21 inh | Structure | CHT block | KCNQ2 inh
0 | CCN(Cc1nc(-c2ccccc2)no1)C(=O)c1ccco1 | i | i
-0.22 | Cc1cc(N2CCN(C(=O)c3ccco3)CC2)c2ccccc2n1 | i | i
-0.28 | Cc1ccccc1C(=O)N1CCc2c([nH]c3ccccc23)C1C(F)(F)F (configuration not stated) | i | i
0.02 | CCCn1nc(C(=O)Nc2nnc(CC)s2)c2ccccc2c1=O | i | i
-0.08 | CC(NC(=O)Cc1ccccc1[N+](=O)[O-])c1ccccc1 (configuration not stated) | i | i
-0.37 | O=C1CCCN1c1ccc(S(=O)(=O)Oc2ccc(Cl)cc2)cc1[N+](=O)[O-] | i | i
0.49 | CC1=CCC(COC(=O)Nc2ccccc2)CC1 (configuration not stated) | i | i
0.37 | O=C(O)C(Cc1ccccc1)n1c(=S)[nH]c2ccccc2c1=O (configuration not stated) | i | i
1.1 | C/C=C(\C)CN1CCC(n2nccc2NC(=O)c2ccc3c(c2)OCO3)CC1 | i | i
-0.04 | NC(=O)Cn1nc([N+](=O)[O-])nc1Oc1ccc(Br)cc1 | i | i
1.5 | CCOC(=O)C1=C(C)N(c2ccc(OCC)cc2)C(=O)/C1=C\c1ccco1 | i | i
-1 | N#CCCN(C(=O)COC(=O)c1cccc(S(=O)(=O)N2CCCC2)c1)c1ccc(F)cc1 | i | i
-1.3 | O=C(NCc1ccc(Cl)cc1)N1CCN(Cc2ccccc2)CC1 | i | i
-0.2 | CCCCC(O)(c1ccc(CC)cc1)C(CN1CCOCC1)c1ccccc1 (configuration not stated) | i | i
-1.3 | O=C(Nc1ccc(S(=O)(=O)Nc2ncccn2)cc1)c1cccc(S(=O)(=O)N2CCOCC2)c1 | i | i
-0.65 | CC(=O)Nc1ccc(S(=O)(=O)NNC(=O)c2cccc(Cl)c2)cc1 | i | i
-1.1 | COC(=O)CCC(NC(=O)c1cc(-c2ccc3c(c2)OCCO3)oc1C)C(=O)OC (configuration not stated) | i | i
0.17 | Cn1c2ccccc2n2c(=O)c(=O)n(CC(=O)c3ccc(Cl)cc3)nc12 | i | i
-1.9 | S=C(NC1CCCCC1)N1CCOCC1 | i | i
0.53 | COCC(=O)N(Cc1cc2ccc(C)cc2[nH]c1=O)c1cccc(C)c1 | i | i
-0.93 | CCC(=O)N1c2ccc(S(=O)(=O)CCC(=O)NCc3ccc4c(c3)OCO4)cc2CC1C (configuration not stated) | i | i
-0.55 | CC(C)(C)C(=O)OCC1OC(n2cnc(C(N)=O)n2)C(O)C1O (configuration not stated) | i | i
-0.26 | O=C(NCC(c1ccco1)N1CCc2ccccc21)c1ccccc1 (configuration not stated) | i | i
0.01 | O=C(NCc1ccccc1Cl)/C(=C\c1cccnc1)NC(=O)c1ccccc1 | i | i
0.04 | CN(C(=O)c1cc2nc(-c3ccco3)cc(C(F)(F)F)n2n1)C1CCCCC1 | i | i
0.55 | CCO[C@@H]1OC(C(N)=O)=C[C@H](c2ccc3c(c2)OCO3)[C@H]1CCCO | i | i
1.3 | COc1ccc(/C=C(/NC(=O)c2ccccc2)C(=O)NCCN2CCOCC2)cc1OC | i | i
